# Screens from PubChem BioAssay.
# APJ ag – agonists of human APJ apelin receptor | activation, % at 20 µM | P35414 | CHO-K1 APJ PathHunter beta-arrestin, luminescence; 0% DMSO wells, 100% apelin | 330,000 compounds, 0.11% hits | AID 2520;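 active means activation more than six SD over the plate average, tested at 20 µM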;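 further: 0% = DMSO alone and 100% = apelin-13 at 10 nM; some results filed as inactive read as strong as hits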
#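 Incubation: overnight seeding, 90 min compound at 25 °C, 1 h detection; test system: PathHunter CHO-K1 APJ (AGTRL-1) beta-arrestin reporter cells; amount: 1000 cells/well; doses: one dose, 20 µM compound, 1% DMSO; measured by: beta-gal luminescence; measure: agonist-driven arrestin binding to APJ; benchmarks: negative DMSO alone, positive Apelin-13 at 10 nM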
# APJ antagonist – antagonists of human APJ apelin receptor. P35414. CHO-K1 APJ beta-arrestin complementation, luminescence. inhibition, % at 20 µM. 330,000 compounds, 0.32% hits. AID 2521;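 active means inhibition above about 40% at 20 µM, limit read from the data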;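 further: cells challenged with 10 nM apelin-13 agonist together with compound; plate controls were apelin-13 plus DMSO wells for no effect and DMSO wells lacking apelin-13 for full effect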
# CCR6 antag – blocks CCL20-driven beta-arrestin recruitment at human CCR6. inhibition, % at 20 µM. CHO-K1 CCR6 PathHunter beta-arrestin, luminescence, CCL20-stimulated. 340,000 compounds, 0.49% hits;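 active means compounds whose inhibition of the agonist-driven luminescence signal at 20 µM reaches about 50%, limit read from the data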;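 further: cells stimulated with CCL20 at 14 nM final; plate controls were DMSO with CCL20 for no effect and DMSO without agonist for full effect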
# ATG4B inhibitor – inhibitors of human ATG4B cysteine protease | inhibition, % at 8.33 µM | Q9Y4P1 | ATG4B cleavage of LC3-PLA2, NBD-HPC fluorescence, 1 h | 340,000 compounds, 0.51% hits; in the data active means inhibition above about 40%
# Target sequence (Q9Y4P1 whole entry, looked up): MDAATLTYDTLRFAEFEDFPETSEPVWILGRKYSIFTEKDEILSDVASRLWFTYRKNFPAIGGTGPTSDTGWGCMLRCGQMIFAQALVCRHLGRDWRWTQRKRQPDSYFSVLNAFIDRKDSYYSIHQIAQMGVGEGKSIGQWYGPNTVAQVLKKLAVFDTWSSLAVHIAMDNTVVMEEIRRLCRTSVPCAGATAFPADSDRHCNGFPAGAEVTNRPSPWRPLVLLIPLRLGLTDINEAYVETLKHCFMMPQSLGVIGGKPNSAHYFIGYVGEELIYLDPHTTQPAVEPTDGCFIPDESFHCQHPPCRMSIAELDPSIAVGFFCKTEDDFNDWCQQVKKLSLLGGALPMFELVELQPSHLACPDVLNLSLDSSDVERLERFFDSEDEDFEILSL
# UBC13 inh – human UBC13 polyubiquitination inhibition | P61088 | 330,000 compounds, 0.47% hits | UBC13 polyubiquitin chain formation, TR-FRET | AID 485273 | inhibition, % at 20 µM; in the data active means inhibition above about 45%, passing the limit was not always enough; inconclusive means no clear call, values can overlap the other calls
# Target sequence (P61088 whole entry, looked up): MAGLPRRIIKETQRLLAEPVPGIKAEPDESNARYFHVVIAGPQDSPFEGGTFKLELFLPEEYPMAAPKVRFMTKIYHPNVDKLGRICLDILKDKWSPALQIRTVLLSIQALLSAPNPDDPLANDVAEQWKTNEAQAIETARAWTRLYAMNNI
# CXCR6 inh – CXCR6 (human) receptor inhibition; 360,000 compounds, 0.36% hits; AID 602244; O00574; inhibition, % at 20 µM; CHO-K1 PathHunter CXCR6 beta-arrestin, luminescence; in the data active means inhibition above about 34%, passing the limit was not always enough;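 further: antagonist mode with CXCL16 agonist at 10 nM final; 0% = 10 nM CXCL16 with DMSO and 100% = unstimulated wells without agonist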
# Target sequence (O00574 whole entry, looked up): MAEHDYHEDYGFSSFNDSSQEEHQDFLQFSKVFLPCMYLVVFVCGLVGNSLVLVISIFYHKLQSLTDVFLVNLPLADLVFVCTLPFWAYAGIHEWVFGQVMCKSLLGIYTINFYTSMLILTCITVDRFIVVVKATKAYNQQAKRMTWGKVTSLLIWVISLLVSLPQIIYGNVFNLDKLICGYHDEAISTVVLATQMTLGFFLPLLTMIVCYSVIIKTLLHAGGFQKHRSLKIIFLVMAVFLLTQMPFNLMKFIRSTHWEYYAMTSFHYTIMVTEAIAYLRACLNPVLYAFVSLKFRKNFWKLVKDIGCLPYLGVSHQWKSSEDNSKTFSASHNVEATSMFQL
# EBI2 block – EBI2 (human) antagonism; 360,000 compounds, 0.81% hits; inhibition, % at 5 µM; AID 651636; EBI2 beta-arrestin recruitment, luminescence, 7a,25-OHC stimulated; P32249; in the data active means inhibition above about 38%;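 further: enzyme fragment complementation signal reports receptor beta-arrestin coupling in cells; 0% = agonist plus DMSO wells and 100% = wells without agonist; some results beyond the cut were filed as inactive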
# Gli-Sufu antag – Gli-Sufu pathway antagonism | AID 588413 | Sufu-KO-LIGHT fibroblasts, Gli luciferase reporter luminescence | 340,000 compounds, 0.74% hits | inhibition, % at 5 µM;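 active means inhibition above about 55%, limit read from the data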;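 further: 0% = DMSO-treated cells and 100% = wells with medium but no cells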
# Active calls of the source: *; ? = inconclusive; / = no result given.
SMILES,APJ ag,APJ antagonist,CCR6 antag,ATG4B inhibitor,UBC13 inh,CXCR6 inh,EBI2 block,Gli-Sufu antag
Cc1ccc(C(=O)NCCSc2c(C)[nH]c3ccccc23)cc1[N+](=O)[O-],2,27,25,8,25,-10,13,-15
O=C(COC(=O)CNS(=O)(=O)c1ccc(F)c(F)c1F)NC1CC1,1,-5,-2,1,1,5,-3,-10
CN(c1ccccc1C(=O)Nc1ccc2c(c1)OCO2)S(C)(=O)=O,-3,-17,-20,4,-4,-9,-10,-22
COC(=O)c1ccc(C(=O)OC)c(NC(=O)c2cccnc2)c1,-1,-2,3,5,1,0,6,21
Cc1ccc(C2=NS(=O)(=O)N(C)C(C(=O)NCc3ccc4c(c3)OCO4)=C2)cc1,-6,2,13,-21,-2,-1,-5,4
Cc1cc(C)c2nc(SC(C)C#N)cc(C)c2c1 (centres undefined),-2,-10,23,8,4,-5,19,17
O=C(N/N=C/c1ccco1)c1cnccn1,-2,7,-6,1,-6,6,-12,-2
CC(=O)c1cc2c(cc1NC(=O)CN1Cc3ccccc3C1=O)OCO2,-1,1,10,2,-9,-9,4,-17
CCOc1ccccc1N1CCN(Cc2cn[nH]c2-c2ccc(F)cc2)CC1,4,0,-14,-4,-8,-2,5,12
C(COC1CC2CC1C1C2CC2OC21)OC1CC2CC1C1C2CC2OC21 (centres undefined),/,/,-8,2,/,-6,2,3
O=C(CN1CCN(S(=O)(=O)c2ccc(F)c(Cl)c2)CC1)N1CCc2ccccc2C1,/,/,4,-4,/,-1,20,9
COc1ccccc1N1CCN(C(CNS(=O)(=O)c2ccccc2)c2ccccc2)CC1 (centres undefined),-3,16,11,17,3,-4,12,9
COc1ccc(NC(=O)CC2C(=O)NCCN2C(=O)Nc2ccc(C(F)(F)F)cc2)cc1 (centres undefined),5,0,-15,-11,-2,3,-11,2
Cc1cc(Cl)c(S(=O)(=O)N2CCN(c3ccccn3)CC2)cc1OCC(=O)NC1CCCCC1,-2,-21,-1,-1,-15,-8,6,18
O=C(CSc1nnc(Cn2nnc3ccccc32)o1)Nc1cccc(Cl)c1,3,13,16,-11,5,7,-12,-6
CCCCn1c(=O)cc(N2CCOCC2)[nH]c1=O,-5,1,15,-4,1,-2,-6,6
C=CCc1cc(/C=C2/NC(=O)N(CC)C2=O)cc(OCC)c1OCc1ccc(C(=O)O)cc1,4,4,5,-7,-9,0,-22,-7
CCOc1ccccc1-c1noc(CCCC(=O)NC2CCCCC2)n1,-3,12,9,-9,17,2,9,-4
COc1cccc(/C=N/NC(=O)CNC(=O)COc2cccc(C)c2)c1O,0,-28,4,-3,4,-13,9,1
CCCCn1c(N)c(N(CC(C)C)C(=O)CCC2CCCCC2)c(=O)[nH]c1=O,0,-1,5,0,-7,0,-7,-10
Cc1nc(-n2cc(F)c(=O)[nH]c2=O)c2nc(C)oc2n1,0,9,-3,2,13,4,-4,0
CC1(c2nnc(-c3cccc(Cl)c3)o2)CC(c2ccc(Br)cc2)=NO1 (centres undefined),-3,11,15,-11,9,-9,-16,-13
N#Cc1cccc(NC(=O)CN2CCN(Cc3ccccc3)CC2)c1,1,5,1,-3,2,10,-7,8
Cc1ccc(NC(=O)c2nnn(-c3cccc(C(F)(F)F)c3)c2N)cc1,-2,-12,4,8,-11,-2,-3,-4
Cc1ccc(S(=O)(=O)CC(c2ccccc2)N2CCOCC2)cc1 (centres undefined),0,23,-1,-11,-8,-1,-1,5
O=C(NC(=S)NN1CCOCC1)c1cc(Br)ccc1Cl,-5,12,10,0,-9,6,-1,-1
CC(=O)c1sc(NC(=O)C2CCN(c3ncnc4sc(C)c(C)c34)CC2)nc1-c1ccccc1,-4,-40,14,-11,11,1,9,-7
O=C(c1ccc(F)cc1)C1CCN(S(=O)(=O)c2ccccc2)CC1,-4,6,11,-7,-7,5,3,-35
Cc1csc(N2CCN(c3cc4c(cc3Cl)nc(-c3ccncc3)n4CCCN3CCCC3)CC2)n1,-2,9,8,-8,40,9,11,15
O=C(Cc1cccc(C(F)(F)F)c1)NCc1ccc(Cl)cc1Cl,-2,17,8,15,19,-8,6,-4
C/C(=N\NC(=O)Cc1ccc(Cl)cc1)c1ccc(F)cc1,6,6,-11,-1,2,-16,-4,-2
COC(=O)c1sccc1NC(=S)N1CCN(c2cc(C)ccc2C)CC1,-2,0,14,3,18,-11,3,3
COC(=O)Cc1ccc(NC(=O)c2ccccc2Cl)cc1,0,10,18,-4,4,-11,1,-9
Cc1ccc(-c2n[nH]c(=O)c3ccccc23)cc1S(=O)(=O)N(C)CCO,0,-9,9,-8,10,0,2,4
CCc1ccccc1NC(=O)C1C2C=CC(O2)C1C(=O)O (centres undefined),1,-9,5,-3,?,-6,-11,8
CS(=O)(=O)c1ccc(NC(=O)c2ccccc2-n2cnnn2)cc1,-4,12,-4,-5,4,0,5,3
S=C(Nc1cccc(Cl)c1Cl)NC1CCN(Cc2ccccc2)CC1,16,-12,-6,9,-3,-14,3,35
CCCCSc1[nH]c(=O)c(C(=O)OCC)cc1C#N,-2,7,-8,-3,20,0,-4,27
COC(=O)[C@]1(C)CCC[C@@]2(C)C3CC[C@]4(OC(C)=O)C[C@@]3(CCC21)CC4=O (some centres undefined),1,-7,2,-5,-4,-10,-11,-25
COc1ccc([C@@H](C)NC(=O)CCc2nnc(-c3cc(C)on3)o2)cc1,-2,-24,5,16,3,-4,0,-18
CCCCC1=CC2=C(c3ccco3)C(=O)C(C)(OC(=O)c3ccc(OC)cc3)C(=O)C2=CN1CCCCO (centres undefined),9,-11,-1,12,-10,-14,0,4
C/C(NCCCn1ccnc1)=C(\C#N)C(N)=O,0,13,0,-6,-2,4,3,3
COc1cccc(NC2=CC(=O)CC(C)(C)C2)c1,-2,-12,14,-4,0,-2,-6,-4
CC(C)C[C@@H](CN)NC(=O)c1nc[nH]c1C(=O)N[C@@H](C)C(=O)CNC[C@H](C)NC(=O)c1nc[nH]c1C(=O)N[C@@H](CC(C)C)C(=O)O,/,/,6,4,/,-2,-9,-1
CC(=O)c1c(C)nc(-c2ccc(Cl)cc2)nc1N=CN(C)C,-3,4,5,6,36,11,5,-8
CCOC(=O)CN1C(=O)NC(C)(c2ccc(OC(F)F)cc2)C1=O (centres undefined),3,14,-2,9,4,0,-14,7
CCc1ccc(NC(=O)CS(=O)CC(=O)Nc2ccc(N3CCOCC3)cc2)cc1 (centres undefined),-2,-8,3,7,3,2,0,-15
COc1ccc(F)c(CN2CCC(CO)(Cc3cccc(C(F)(F)F)c3)CC2)c1,-8,-24,12,4,9,-4,-15,-2
CCCn1c(NC(=O)c2ccc(C)cc2)nc2ccccc21,-1,-5,16,15,14,19,3,-10
CC(C)C[C@@H]1NC(=O)N(CCN2CCOCC2)C1=O,3,13,-2,-5,-7,7,2,-3
COc1ccc(CCNC(=O)C2CCCN2S(=O)(=O)c2cccc3nsnc23)cc1OC (centres undefined),-3,-9,14,4,-3,-4,-20,-5
Cc1ccc(/C=N/NC(=O)c2c[nH]c3ccccc23)o1,1,16,4,-13,1,-6,-1,-36
COc1ccc(CCN2C(=O)CC(Sc3ncccc3C(=O)O)C2=O)cc1OC (centres undefined),-1,2,4,-3,2,3,-12,1
NS(=O)(=O)c1ccc(CCNC(=O)c2ccc(-c3ccccc3)cc2)cc1,1,8,2,-3,-6,2,2,18
Cn1cnc([N+](=O)[O-])c1Sc1nc(N)nc2c1ncn2Cc1ccccc1,/,/,23,2,/,5,-10,6
Cc1nn(-c2ccccc2)c(Cl)c1C(=O)NCC(=O)O,-3,20,-1,-2,1,-10,14,-7
CCOc1ccc(N=c2cc(-c3ccc(OC)cc3)oc3ccccc23)cc1,-3,11,13,8,-10,7,21,6
Cc1nnc(SCC(=O)Nc2ccc(F)cc2)n(N)c1=O,3,16,-6,-3,3,-9,3,2
O=C(Oc1ccc2ccc(=O)oc2c1)c1ccccc1,-2,-14,5,8,8,0,-9,-4
Cc1n[nH]c(C)c1CCN(C)C(=O)C1CCC(=O)N(CC2CCCCC2)C1 (centres undefined),2,3,-3,3,2,-7,1,1

# (cont.)
SMILES,APJ ag,APJ antagonist,CCR6 antag,ATG4B inhibitor,UBC13 inh,CXCR6 inh,EBI2 block,Gli-Sufu antag
COc1ccccc1C(=O)OCn1nnc2ccccc2c1=O,-3,7,3,5,4,-4,0,-5
O=C(COc1nncc2ccccc12)NCC(F)(F)F,1,-24,4,1,-13,-5,-5,1
CCN(CC)C(=O)c1ccc2c(=O)n(Cc3cccc(Br)c3)c(=S)[nH]c2c1,-5,10,14,8,42,/,/,15
COc1ccc(CCNc2nc(=O)[nH]nc2C)cc1OC,-2,8,-15,-4,4,-3,-7,5
O=C(CSc1nnc(-c2cccs2)o1)N1CCCc2ccccc21,-3,9,12,-6,2,5,-8,-20
CCOC(=O)C1CCN(C(=O)CCn2c(=O)c3cccn3c3cccnc32)CC1,-2,-2,2,-9,10,-4,-1,19
N=c1oc2ccc(Br)cc2cc1C(=O)NCc1ccc(F)cc1,5,-37,0,8,-11,-2,5,-1
CN1CCC(=NNC(=O)C(=O)Nc2cccc(Br)c2)CC1,-1,3,-4,-1,7,-11,2,-6
COc1ccc(C/C(O)=C(\C#N)c2nc3ccccc3[nH]2)cc1OC,-2,23,17,-5,-4,3,-9,9
O=C(NCCCN1CCCC1=O)NC1CCCCC1,2,-12,5,-5,-5,-9,-4,-1
COc1cc2[nH]c3c(Cl)ncnc3c2cc1OC,1,-4,-5,-3,27,-2,-7,1
O=C(Nc1cc(Cl)ccc1Cl)Nn1cnnc1,1,7,-4,1,4,2,-6,3
COc1ccccc1CNC(=O)c1ccccc1NS(C)(=O)=O,-4,2,-5,2,?,4,-7,-9
COC(=O)C1=C(N)Oc2cc(C)n(C)c(=O)c2C1c1ccc(Cl)c(Cl)c1 (centres undefined),0,8,-10,-12,-3,1,13,-6
CCOc1cc(/C=C2/SC(=S)N(CC3CCCO3)C2=O)ccc1O (centres undefined),-7,48*,67*,0,-79,51*,9,-4
C/C=C\C=C\C(=O)N1CC2(CC(c3cccc(NC(=O)CC(c4ccccc4)c4ccccc4)c3)=NO2)C[C@H]1C(N)=O (some centres undefined),2,-31,0,-7,-10,-1,-5,1
CC(C)c1ccc(Nc2nnc(SCC(=O)NCC3CCCO3)s2)cc1 (centres undefined),-5,-3,-10,-9,2,-8,8,-15
Cc1cc(NC(=O)CSc2ncnc3c2cnn3-c2cccc(Cl)c2)no1,-1,-2,-3,-5,-16,1,-3,-8
CCOc1ccc(OCCCCn2cnc3ccccc3c2=O)cc1,-5,6,8,3,18,-3,7,-15
Cc1coc2c(C)c3oc(=O)c(CCC(=O)NCCCN4CCCC4=O)c(C)c3cc12,-5,5,0,-20,13,2,0,3
CCCCOc1ccc(C(=O)Oc2cccnc2)cc1,1,20,11,3,4,-6,-4,2
CCOC(=O)c1ccc(-n2c(CN(CC)CC)nc3ccc([N+](=O)[O-])cc3c2=O)cc1,1,0,17,-4,-21,-5,8,5
COc1cccc(OC)c1NC(=O)Cn1nc(C)c2ccccc2c1=O,3,-13,12,-4,0,-8,0,-8

# 3 compounds already listed, ordered by their value in APJ antagonist, descending:
Compound | APJ antagonist
C/C(=N\NC(=O)Cc1ccc(Cl)cc1)c1ccc(F)cc1 | 6
CC(=O)c1cc2c(cc1NC(=O)CN1Cc3ccccc3C1=O)OCO2 | 1
CCOC(=O)c1ccc(-n2c(CN(CC)CC)nc3ccc([N+](=O)[O-])cc3c2=O)cc1 | 0

# No enrichment for hits; about 3% have a hit in one of these screens.
